TRHR ag: activates the human TRH receptor; P34981; TRHR cells, calcium flux fluo-8, FDSS agonist mode; activation, % at 2 µM; 360,000 tested, 0.18% active; note: 0% is about no effect
Target sequence (P34981 whole entry, looked up): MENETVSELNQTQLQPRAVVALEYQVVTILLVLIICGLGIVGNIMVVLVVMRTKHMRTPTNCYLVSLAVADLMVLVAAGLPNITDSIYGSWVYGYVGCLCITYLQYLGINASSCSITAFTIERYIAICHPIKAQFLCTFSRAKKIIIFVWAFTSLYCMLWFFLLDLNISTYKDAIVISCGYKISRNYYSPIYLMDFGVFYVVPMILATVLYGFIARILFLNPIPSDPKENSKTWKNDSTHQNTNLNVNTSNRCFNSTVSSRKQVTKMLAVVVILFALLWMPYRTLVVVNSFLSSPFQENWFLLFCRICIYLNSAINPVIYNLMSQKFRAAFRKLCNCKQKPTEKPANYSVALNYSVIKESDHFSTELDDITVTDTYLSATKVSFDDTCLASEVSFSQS
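TRHR-expressing cells loaded with fluo-8 calcium dye; 23 nL library compound pin-transferred, kinetic FDSS fluorescence (Ex 480/Em 530) recorded about 180 s for agonist-induced calcium release, before a 10 nM TRH EC20 addition for potentiator mode.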
D1 antag: human D1 dopamine receptor antagonism; activity change, negative = inhibition, % at 10 µM; P21728; HEK293 TREx D1 cells, calcium flux, dopamine EC80; active compounds read low; 360,000 tested, 3.2% active; in the data active = activity change below about -30%; note: % is set by controls: 0 for no effect and ±100 for the full control effect
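Tetracycline-induced HEK293 T-REx cells with force-coupled D1 receptor were loaded with a no-wash calcium dye. Compound was added after a 10 s baseline and read kinetically for 180 s; EC80 dopamine was then added and calcium flux followed another 180 s.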
RXFP1 antagonist: RXFP1 (human) relaxin receptor antagonism; Q9HBX9; HEK293-RXFP1, relaxin-stimulated cAMP HTRF, 30 min; active compounds read low; activity change, negative = inhibition, % at 57.5 µM; 350,000 tested, 0.59% active;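 active = activity change of -60% or lower, but not beyond a set lower limit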; note: % is set by controls: 0 for no effect and ±100 for the full control effect
D1 agonist: agonists of human D1 dopamine receptor. HEK293 T-REx D1 cells, calcium flux, agonist mode. P21728. 360,000 tested, 1% active. AID 504660. activation, % at 2 µM; note: 0% is about no effect
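Agonism was scored from calcium flux recorded over 180 s (1 read/s) after pintool compound addition, following a 10-cycle baseline. Cells were inducible force-coupled HEK293 TREx D1, plated overnight at 30 C and loaded with no-wash calcium dye.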
D1 potentiator: enhances dopamine response at the human D1 receptor. HEK293 TREx D1 cells, calcium flux, dopamine EC20 potentiation. 360,000 tested, 0.036% active. P21728. potentiation, % at 10 µM; in the data active = potentiation above about 30%; note: 0% is about no effect
TRHR enhancer: allosterically enhances the human TRH receptor; P34981; TRHR cells, fluo-8 calcium fluorescence, EC20 TRH enhancement; enhancement, % at 2 µM; 360,000 tested, 0.66% active; AID 493056; in the data active = enhancement above about 30%; note: 0% is about no effect
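TRHR-expressing cells loaded with fluo-8 calcium dye were read kinetically (ex 480/em 530) during compound addition, then stimulated with an EC20 of TRH (10 nM final). Enhancement of the Gq-mediated intracellular calcium response was scored.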
D2 ag: agonists of human D2 dopamine receptor. 340,000 tested, 0.53% active. activation, % at 2 µM. P14416. AID 485358. HEK293 T-REx D2 cells, calcium flux agonist mode;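 active = activation over 3 SD above normal in the single-dose calcium agonist read, cut at about 30% in these data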; note: 0% is about no effect
Target sequence (P14416 whole entry, looked up): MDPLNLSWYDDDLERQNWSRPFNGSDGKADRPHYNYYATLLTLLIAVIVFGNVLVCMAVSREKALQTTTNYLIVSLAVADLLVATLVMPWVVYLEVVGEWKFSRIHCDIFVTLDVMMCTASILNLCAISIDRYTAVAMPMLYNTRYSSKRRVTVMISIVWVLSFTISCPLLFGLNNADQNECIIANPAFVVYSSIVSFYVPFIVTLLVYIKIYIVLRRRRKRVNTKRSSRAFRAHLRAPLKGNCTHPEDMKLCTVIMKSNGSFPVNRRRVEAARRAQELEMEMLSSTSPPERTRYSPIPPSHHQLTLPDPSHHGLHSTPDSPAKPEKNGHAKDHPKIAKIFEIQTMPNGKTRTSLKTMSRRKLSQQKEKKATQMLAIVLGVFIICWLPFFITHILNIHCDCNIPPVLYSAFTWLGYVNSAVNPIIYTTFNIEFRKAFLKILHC
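Agonism is scored from calcium flux in a force-coupled, inducible HEK293 cell line expressing D2, read kinetically for 180 s after compound addition against dopamine controls.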
D2 potentiator: D2 dopamine receptor (human) potentiation. P14416. HEK293 T-REx D2, calcium flux, EC20 dopamine potentiation. potentiation, % at 10 µM. 340,000 tested, 0.34% active;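 active = potentiation over 3 SD above the plate norm, cut at about 30% in these data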; note: 0% is about no effect
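Potentiation of an EC20 dopamine calcium response is measured in a force-coupled, tetracycline-inducible Hek293 Trex D2 line. Compound-only kinetic reads over 180 s flag agonists before dopamine addition.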
D2 antag: antagonizes the human D2 dopamine receptor; P14416; HEK293 TREx D2 cells, calcium flux, dopamine EC80; inhibition, % at 10 µM; 340,000 tested, 2% active; AID 485344; in the data active = inhibition above about 30%; note: 0% is about no effect
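Antagonism is scored as inhibition of an EC80 dopamine-evoked calcium signal in a force-coupled, tetracycline-inducible HEK293 T-REx D2 line, with compound present 180 s before agonist.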
The depositor's hits bear a star; x = no result given. Cut-off read from the data, not from the text of the source, unless noted: active = activation above about 30%; inactive = the rest.

Start of the listing, in advance (six entries):
SMILES	TRHR ag	D1 antag	RXFP1 antagonist	D1 agonist	D1 potentiator	TRHR enhancer	D2 ag	D2 potentiator	D2 antag
N#Cc1c(NC(=O)c2cccc(S(=O)(=O)Nc3ccc(C(=O)O)cc3)c2)sc2c1CCCC2	-0.2	9	-29	1	-7	-2	0.7	3	-6
CNC(=S)N/N=C/c1ccco1	-0.4	-4	1	3	-1	2	-0.1	5	4
COc1ccc(-c2c(C(F)(F)F)[nH]n3c(=O)cc(-c4ccccc4)nc23)cc1	0.2	-30	-15	0	-4	16	0.6	-11	-9
CC1(OC(=O)CCc2ccccc2)C(=O)C=C2C=C(c3ccc(C#N)cc3)N(CCN3CCOCC3)C=C2C1=O (stereo unspecified)	0.4	-1	x	1	1	-3	0.4	-6	-2
COC(=O)C1=C(C)N(CC(C)C)C(=O)/C1=C\c1cccs1	0.6	17	2	2	6	-2	-0.5	26	-6
COc1cc(/C=N\NC(=O)CC#N)ccc1OC/C=C/c1ccccc1	-0.1	-38*	0	-1	-9	-9	-0.3	-8	-9

The whole of this part, repeating the preview:
SMILES	TRHR ag	D1 antag	RXFP1 antagonist	D1 agonist	D1 potentiator	TRHR enhancer	D2 ag	D2 potentiator	D2 antag
N#Cc1c(NC(=O)c2cccc(S(=O)(=O)Nc3ccc(C(=O)O)cc3)c2)sc2c1CCCC2	-0.2	9	-29	1	-7	-2	0.7	3	-6
CNC(=S)N/N=C/c1ccco1	-0.4	-4	1	3	-1	2	-0.1	5	4
COc1ccc(-c2c(C(F)(F)F)[nH]n3c(=O)cc(-c4ccccc4)nc23)cc1	0.2	-30	-15	0	-4	16	0.6	-11	-9
CC1(OC(=O)CCc2ccccc2)C(=O)C=C2C=C(c3ccc(C#N)cc3)N(CCN3CCOCC3)C=C2C1=O (stereo unspecified)	0.4	-1	x	1	1	-3	0.4	-6	-2
COC(=O)C1=C(C)N(CC(C)C)C(=O)/C1=C\c1cccs1	0.6	17	2	2	6	-2	-0.5	26	-6
COc1cc(/C=N\NC(=O)CC#N)ccc1OC/C=C/c1ccccc1	-0.1	-38*	0	-1	-9	-9	-0.3	-8	-9
COc1ccc(OC)c(/C=C/C(=O)Nc2cccc(S(=O)(=O)N3CCCC3)c2)c1	0.3	8	-1	2	-6	18	4.1	1	6
C=CCN1C(=O)CSC1=Nc1ccc(NC(C)=O)cc1	1.5	20	11	1	-2	-1	0.9	-14	21
Cc1cc(OC(=O)c2ccc(S(=O)(=O)N3CCCCC3)cc2)c([N+](=O)[O-])c(=O)[nH]1	0.3	10	2	4	-6	6	2.6	4	23
COc1cc(NC(=O)CN2CCN(c3ccccc3F)CC2)c(C)cc1[N+](=O)[O-]	0.4	11	-7	1	3	1	1.0	1	1
C=CCN(C#N)c1nc(OC)nc(N2CCCC2)n1	-0.1	-6	4	0	3	-3	0.8	8	0
Nn1c(-c2cccc([N+](=O)[O-])c2)nc2ccccc2c1=O	-1.1	6	3	3	3	1	-2.4	6	-19
COc1ccc(N2C(=S)N=C(Nc3ccccc3)C23CCCCC3)cc1	0.9	-5	3	6	-1	-1	-0.2	x	0
Cc1ccc(-c2[nH]nc3c2C(c2ccccc2OC(=O)N2CCOCC2)C(C#N)=C(N)O3)cc1 (stereo unspecified)	-0.5	-4	-22	2	3	4	0.8	11	7
COc1ccc(N=Cc2c(O)c3ccccc3oc2=O)cc1	0.7	5	6	1	-2	4	0.2	7	-4
O=C(Cc1ccsc1)Nc1ccc(S(=O)(=O)C(F)F)cc1	-2.2	-14	-4	13	-5	1	1.5	-3	-7
O=C(Nc1ccc2nc(SCC(=O)N3CCc4ccccc43)sc2c1)c1cccc(F)c1	-0.9	-7	x	2	-1	-3	3.2	-15	x
Cc1ccc(-n2c(=O)c3c(cnn3C)n(CC(=O)Nc3ccccc3C)c2=O)cc1	-0.1	8	x	1	1	0	-0.6	10	x
CC(C)Oc1cccc(C(=O)C2CCCN(C(=O)c3cncs3)C2)c1 (stereo unspecified)	0.7	-2	-17	4	1	-5	-0.1	1	1
CCSc1nnc(NC(=O)c2cc(=O)c3cc(C)ccc3o2)s1	0.4	-2	-2	1	0	1	0.6	-3	x
Cc1ccc(F)cc1NC(=O)CCNC(=O)c1ccc([N+](=O)[O-])cc1	-0.2	-15	-6	0	-7	8	-0.7	14	15
O=C(NC(=S)NCc1ccco1)c1ccc(Br)cc1	-1.0	14	-7	1	10	-11	-0.8	12	6
COc1cccc(OC)c1C(=O)Nc1ccccc1C(=O)N1CCCCCC1	1.0	7	4	1	5	4	0.5	2	-6
COc1cc(C(=O)NCc2nnc(SCC(=O)N3CCCCCC3)o2)cc(OC)c1OC	-0.1	5	-19	4	-3	3	1.1	0	-5
S=C(Nc1ccc2nccnc2c1)N1CCCC1	0.3	-4	-3	1	0	1	-0.1	11	-7
Cc1nn(S(=O)(=O)c2ccc(Br)cc2)c(C)c1S(=O)(=O)N1CCOCC1	-0.4	11	0	1	10	-4	0.6	7	-1
COc1ccc(NC(=O)c2ccc(NC3=NC4CS(=O)(=O)CC4S3)cc2)cc1 (stereo unspecified)	0.1	-3	1	4	-1	4	0.4	14	-8
Cc1ccc(CNc2nc3ccc(Cl)cc3n3nnnc23)cc1	1.1	-10	-3	0	-1	0	-2.3	0	x
CCOC(=O)c1sc2nc(C)c3c(c2c1N)CC(C)(C)OC3	-0.5	13	5	-1	-3	18	0.3	-4	2
CCC1Nc2ncnc(N3CCCCC3)c2N(Cc2ccccc2)C1=O (stereo unspecified)	-0.6	18	x	-1	8	8	-0.6	13	-6
O=C(Cc1c(F)cccc1Cl)NCCCn1ccnc1	0.1	-3	-5	2	-5	8	-0.7	20	5
Cc1nc2c(Br)c3nc(C(F)(F)F)[nH]c3c(Br)c2[nH]1	-0.9	3	-7	1	-6	1	0.3	-4	-13
FC(F)Sc1ccc(N=C2NN=C(c3ccc4c(c3)OCCO4)CS2)cc1	0.2	-6	-7	1	5	5	-0.5	-1	-9
Cc1ccc(C(=O)CCC(=O)N(C)CC(=O)Nc2c(Cl)cccc2Cl)cc1	-1.5	23	-13	6	3	10	0.1	0	-8
COc1ccc(S(=O)(=O)N2CCOCC2)cc1NC(=O)c1cccc(-n2cccc2)c1	-0.1	4	-22	1	-1	0	0.3	11	7
COC(=O)C1C(=O)CC(C)(O)C(C(=O)OC)C1c1ccccc1F (stereo unspecified)	0.4	5	-5	-2	-2	-1	x	6	x
OCC1(Cc2ccc(F)cc2F)CCCN(Cc2ccc(Cl)cc2)C1 (stereo unspecified)	0.1	-1	-61*	3	-4	-6	x	x	x
COc1ccc(S(=O)(=O)N2CCc3ccccc32)cc1C(=O)Nc1ccc(C(N)=O)cc1	0.4	8	x	0	-6	5	0.1	3	7
Cn1c2ccccc2n2c(=O)c(=O)n(CC(=O)N3CCCc4ccccc43)nc12	0.5	-5	x	0	1	7	-0.8	28	-40
O=c1cc(CN2CCN(Cc3ccccc3)CC2)c2ccc(O)c(O)c2o1	0.9	-16	-16	1	-3	1	-1.5	-23	6
CSc1nc(N2CCOCC2)c2c3c(sc2n1)CCC3	-0.8	17	-6	1	5	7	-0.2	5	6
COc1cc(CCNc2ccc3nnc(-c4ccccc4)n3n2)cc(OC)c1OC	-0.1	-23	x	-1	-10	-5	-0.6	-5	3
O=[N+]([O-])c1ccc(N2CCN(S(=O)(=O)c3ccc(Cl)cc3)CC2)cc1NCc1cccnc1	0.2	-8	-1	2	-4	6	-0.8	-7	-11
CCN(CC)C(=O)c1sc(NC(=O)c2ccco2)c(C#N)c1C	1.5	-1	10	1	-7	0	0.6	15	-4
CCC(C)NC(=O)CSc1n[nH]c(=O)n1CCc1ccccc1 (stereo unspecified)	0.4	15	-5	3	-6	-6	1.0	x	-11
CCN(CC)C(=O)c1[nH]cnc1C(=O)N[C@@H](C)C(=O)OCc1ccccc1	-0.2	7	x	-5	-3	-4	0.1	8	-1
COc1cccc(NC(=O)Cn2cc(C(=O)c3ccc(F)cc3)c(=O)c3cc(OC)ccc32)c1	0.1	-18	x	3	-6	0	0.0	-21	x
CCOC(=O)CC1=Nc2ccccc2NC(=O)C1	0.1	-15	8	-1	-3	-1	0.6	0	18
CCOC(=O)N1CCN(C(=O)c2ccccc2NC(=O)c2ccc(OC)cc2)CC1	-0.8	4	11	7	-6	-6	0.2	0	2
CC(=O)c1cccc(NC(=O)c2ccc(N(Cc3ccccc3C)S(C)(=O)=O)cc2)c1	-0.5	15	-4	3	2	-3	0.0	0	-10
COCCNC(=O)c1cc(-c2ccccc2)n(Cc2cc(C)no2)n1	-0.2	12	x	1	-5	3	x	x	x
COc1ccccc1CNC(=O)CCNC(=O)Cn1cnc2ccccc2c1=O	1.1	11	0	1	-1	2	-0.5	-3	-21
c1ccc(Cc2c[nH]c3ccccc23)cc1	0.9	-2	-28	4	-1	5	-0.1	6	-6
O=C([O-])c1ccccc1-[n+]1c(-c2ccccc2)cc(-c2ccccc2)cc1-c1ccccc1	-0.4	-15	x	1	-4	-6	x	-8	x
O=c1ccc2cc3ccoc3cc2o1	-0.2	1	x	3	-4	-5	0.4	-5	13
COc1ccc(OC)c(NC(=O)COC(=O)c2n[nH]c3ccccc23)c1	-0.1	-39*	-7	17	x	2	-3.6	-9	-11
COc1ccc(NC(=O)Cn2c(=O)oc3cc(S(=O)(=O)N4CCCCC4C)ccc32)cc1 (stereo unspecified)	0.0	-21	-25	1	-3	0	0.4	19	x
CC(CCc1ccccc1)NC(=O)C1CCN(c2nnc(-n3cccc3)s2)CC1 (stereo unspecified)	-0.1	13	x	-1	-2	-2	-1.2	4	8
CCCc1nn(C)c(C(=O)Nc2cccc(Cl)c2)c1Cl	-0.2	-4	-26	2	-6	3	-0.8	-18	-10
O=C(CCCCCNC(=O)c1ccccc1Cl)N/N=C/c1ccco1	-0.7	-4	-27	2	-4	-3	x	x	x

Copied from the list.
CCCc1nn(C)c(C(=O)Nc2cccc(Cl)c2)c1Cl | TRHR enhancer: 3
O=C(CCCCCNC(=O)c1ccccc1Cl)N/N=C/c1ccco1 | D1 antag: -4

(cont.)
SMILES	TRHR ag	D1 antag	RXFP1 antagonist	D1 agonist	D1 potentiator	TRHR enhancer	D2 ag	D2 potentiator	D2 antag
CC(C)C(C)NC(=O)CN1C(=O)NC2(CCc3ccccc3C2)C1=O (stereo unspecified)	0.5	4	11	1	3	0	0.5	0	-13
CCC(Sc1nc2cc3c(cc2c(=O)n1Cc1ccco1)OCO3)C(=O)NCCOC (stereo unspecified)	-0.7	-6	-21	0	-3	-2	0.4	9	3
CC(=O)c1c(C)[nH]c(C(=O)COC(=O)c2ccc(Cl)nc2)c1C	0.5	-41*	-1	12	-6	9	0.5	-6	-1
Cc1ccccc1-n1c(Cn2c(=O)sc3ccccc32)nnc1SCC(N)=O	-1.4	-2	x	3	-1	7	-1.1	4	-3
Cc1ccc(-c2nnc(-c3cccc(Br)c3)o2)cc1	-0.1	-8	-3	6	0	-5	-0.8	6	-8

Screens deposited in PubChem BioAssay by National Center for Advancing Translational Sciences (NCATS).

No enrichment for hits. Share with any hit: about 7.3%.
